GAA spleen mod = inhibitors or activators of human alpha-glucosidase in spleen homogenate | P10253 | Potency, µM (titrated, usually from 79.9 µM), inactives show at the top dose activity change, negative = inhibition, most hits filed as inhibitors | human spleen homogenate, 4-MU-alpha-glucoside fluorescence | AID 2112 | hit rate 0.006% among 240,000;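 note: 0% = enzyme with vehicle and -100% = no enzyme basal signal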
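Human spleen homogenate (1 ug) with 4-methylumbelliferyl-alpha-D-glucopyranoside (1 mM final) in 50 mM citrate/phosphate pH 5.0, 0.01% Tween-20; 40 min at 37 C. Stopped at pH 10; 4-MU fluorescence Ex 365/Em 440 nm; AC50 by Hill fit.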
GAA inh = alpha-glucosidase (human) inhibition; hit rate 0.005% among 200,000; P10253; AID 1466; purified human GAA, 4-MU-alpha-glucoside fluorescence; Potency, µM (highest dose often 76.9 µM), inactives show top-dose activity change, negative = inhibition, usual class: inhibitors;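 note: plate controls were uninhibited enzyme wells for no effect and no-enzyme background for full effect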
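AC50 values come from Hill fits of compound titrations (up to 77 uM) against 4 nM human enzyme. Substrate 4-methylumbelliferyl-alpha-D-pyranoside at 400 uM, pH 5.0 citrate buffer, 20 min room temperature; fluorescence Ex 365/Em 440 after alkaline stop.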
Tau ThT inhib = tau fibrillization inhibition (ThT binding); P10636; recombinant tau K18 P301L, heparin-induced fibrillization, ThT fluorescence; Potency, µM (highest dose often 57.4 µM), inactives show at the top dose activity, negative = inhibition, actives largely listed as inhibitors; hit rate 2.1% among 270,000; note: % is set by controls: 0 for no effect and ±100 for the full control effect; nearly all actives have a fitted effect of over 55% in size
Target sequence (P10636 561-689 P618L limits assumed): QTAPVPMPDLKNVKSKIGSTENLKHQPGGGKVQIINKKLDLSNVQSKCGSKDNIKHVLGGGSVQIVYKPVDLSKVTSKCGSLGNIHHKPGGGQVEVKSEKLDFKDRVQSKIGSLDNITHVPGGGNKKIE
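In this qHTS, human K18 P301L tau is incubated with compound and heparin for 6 hr at 37 C, and Thioflavin T fluorescence then reports fibril load.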
Tau fluor counter = counter-screen for tau fibril formation inhibitors. tau K18 P301L (four-repeat tau fragment) Alexa594 fluorescence, heparin fibrillization. Potency, µM (doses to about 57.7 µM), inactives show at the top dose activity change, negative = decrease. hit rate 0.93% among 280,000; note: % is set by controls: 0 for no effect and ±100 for the full control effect; nearly all actives have a fitted effect of over 55% in size
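Human K18 P301L tau (15 uM unlabeled plus 0.24 uM Alexa 594-labeled, final) in 100 mM sodium acetate pH 7 was mixed with compound and 20 uM heparin and incubated 6 hr at 37 C.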
GLA spleen mod = alpha-galactosidase A (human) modulation | human spleen homogenate, 4MU-alpha-Gal fluorescence, 40 min | hit rate 0.008% among 240,000 | Potency, µM (highest dose often 80 µM), without a hit: at the top dose activity change, negative = inhibition, actives largely listed as inhibitors | P06280;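 note: 0% = enzyme with vehicle and -100% = no enzyme basal signal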
Target sequence (P06280 32-429 limits assumed): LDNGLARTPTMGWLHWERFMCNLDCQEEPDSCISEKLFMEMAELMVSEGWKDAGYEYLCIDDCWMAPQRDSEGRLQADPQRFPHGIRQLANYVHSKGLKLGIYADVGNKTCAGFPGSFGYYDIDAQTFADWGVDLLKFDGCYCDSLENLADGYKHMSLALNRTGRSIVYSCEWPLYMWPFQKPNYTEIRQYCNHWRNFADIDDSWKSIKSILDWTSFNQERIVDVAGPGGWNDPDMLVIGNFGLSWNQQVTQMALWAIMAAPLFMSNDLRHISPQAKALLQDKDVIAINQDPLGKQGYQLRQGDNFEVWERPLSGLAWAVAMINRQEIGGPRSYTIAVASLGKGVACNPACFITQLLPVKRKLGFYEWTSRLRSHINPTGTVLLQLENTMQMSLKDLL
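qHTS titration in buffer at pH 5.0. Alpha-galactosidase activity in spleen homogenate was measured via 4-methylumbelliferone release from 1 mM fluorogenic substrate after 40 min at 37C and a pH 10 stop. AC50 came from Hill fits of control-normalized data.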
GAA glycogen mod = inhibitors or activators of human alpha-glucosidase glycogen cleavage; P10253; recombinant GAA, glycogen substrate, Amplex Red glucose oxidase fluorescence; Potency, µM (series often up to 76.4 µM), for the others: at the top dose activity change, negative = inhibition, hits mostly inhibitors; hit rate 0.38% among 300,000; AID 2100;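 note: 0% = full enzyme reaction and -100% = no-enzyme basal signal; the screen sought inhibitors and activators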
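Recombinant enzyme (4 nM final) with compounds titrated up to 77 uM and bovine liver glycogen (30 ug) in citrate pH 5.0, 0.01% Tween-20, 37 C 40 min. Released glucose detected by Amplex Red/glucose oxidase (Ex 573/Em 610); AC50 from Hill fits.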
HTT cytoprotect = Huntington cell model cytoprotection by ATP luminescence | PC12 HTT-Q103 induced, cytoprotection, ATP luminescence, 40 h | Potency, µM (series often up to 56.4 µM), inactives show cytoprotection (ATP increase), usual class: activators | hit rate 0.14% among 230,000;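 note: % of control where 0% means no effect; nearly all actives have a fitted effect of over 45% in size; toxic huntingtin expression switched on by the ecdysone agonist tebufenozide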
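Rat PC12, Q103 Htt exon1-GFP fusion, ecdysone promoter; tebufenozide inducer 100 nM final; compound titration; qHTS, 1500 cells/well; ATPlite luminescent read.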
Tau fibril FP = inhibitors of human tau fibril formation. AID 1468. hit rate 0.39% among 280,000. P10636. K18 P301L tau heparin fibrillization, Alexa594 FP, 6 h. Potency, µM (series often up to 57.7 µM), for inactives: at the highest dose activity, negative = inhibition, most hits filed as inhibitors; note: % is set by controls: 0 for no effect and ±100 for the full control effect; nearly all actives have a fitted effect of over 55% in size
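Read-out: fluorescence polarization of Alexa 594-labeled tau (0.24 uM), 555 nm excitation, 632 nm emission. Mixtures held 15 uM unlabeled K18 P301L, compound and 20 uM heparin, pH 7 acetate buffer, incubated 6 hr at 37 C.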
Active calls of the source: *; ? = inconclusive; · = no result given; & = joins results of further samples; ! = not confirmed by another sample; [ ] = dose if it differs, or a comment. Calls come from the whole dose curve; as a rule, active = well fitted curve in the direction sought with a large enough effect; inconclusive = small, poorly fitted or top-dose-only effect, or another doubt; inactive = no such curve, though single readings can be large; an effect the other way counts as inactive or inconclusive. Potency is the fitted concentration of half-maximal effect.

item | Molecule | GAA spleen mod | GAA inh | Tau ThT inhib | Tau fluor counter
1 | CC(=O)Nc1ccc(NC(=O)C2CC(=O)N(Cc3ccccc3)C2)cc1 (configuration not stated) | 4% | 5% | -6% | -5%
2 | CCN(CC)S(=O)(=O)c1ccc2c(c1)nc(CCC(=O)Nc1ccc3c(c1)OCO3)n2C | -1% | -3% | ? | -21%
3 | O=C(c1ccco1)N1CCN(C(c2ccccc2Cl)c2nnnn2CC2CCCO2)CC1 (configuration not stated) | 2% | -4% | -17% | -9%
4 | COc1cc(NC(=O)CSc2ncc(S(=O)(=O)c3ccc(Br)cc3)c(=O)[nH]2)cc(OC)c1 | · | · | -10% | -19%
5 | CCOC(=O)C[N+](CC)(CC)CC#Cc1ccccc1 | -9% | ? | 0% | -2%
6 | CCOc1ccc(OCC(=O)Nc2ccc(OC)cc2)cc1 | -9% | -9% | ? | -14%
7 | O=C(Nc1ccncc1)c1cc(-c2ccccn2)nc2ccccc12 | 5% | -2% | 5% | 1%
8 | Cc1cccc(NC(=O)c2ccc(S(=O)(=O)N3CCOCC3)cc2)n1 | 3% | -2% | -2% | -1%
9 | CCC(=O)Nc1ccc(-c2csc(C)n2)cc1 | -2% | -5% | -13% | -8%
10 | O=c1cc(CSc2nnnn2-c2ccccc2)[nH]c2[nH]n(-c3ccccc3)c(=O)c12 | -11% | -6% | ? | -11%
11 | COc1ccc(N2CCN(c3nc4ccccc4nc3NS(=O)(=O)c3ccccc3)CC2)cc1 | -20% | -10% | ? | ?
12 | O=C(CCc1nc2ccccc2s1)OCc1ccccc1 | -5% | 6% | -3% | -10%

item | GLA spleen mod | GAA glycogen mod | HTT cytoprotect | Tau fibril FP
1 | -4% | -6% | -11% | -9%
2 | -2% | -5% | -19%[10 µM] | 5%
3 | 3% | -6% | 15% | -11%
4 | · | -20%[76.3 µM] | · | ?
5 | -11% | 3% | 9%[10 µM] | -4%
6 | 22% | -11% | -12% | -1%
7 | -2% | 0% | -8% | 5%
8 | 4% | -2% | -17% | 8%
9 | -4% | -4% | · | 7%
10 | -6% | -21% | 0% | -3%
11 | 5% | -8% | -6% | ?
12 | 1% | 4% | · | -2%

The results go on.
item | Molecule | GAA spleen mod | GAA inh | Tau ThT inhib | Tau fluor counter
13 | CCn1c(=S)sc2c(=O)n(-c3ccccc3)c(SCC(=O)NCc3ccco3)nc21 | 0% | -3% | -15% | -12%
14 | CCC1CCCCN1C(=O)CSc1nc(N)cc(N)n1 (configuration not stated) | 3% | ? | -4% | 9%
15 | Oc1ccccc1N1CCN(CC(O)COCc2ccccc2Cl)CC1 (configuration not stated) | -1% | 3% | -5% | -5%
16 | COC(=O)CCN(C(=O)c1ccc(Cl)c([N+](=O)[O-])c1)c1ccccn1 | -3% | · | · | -16%
17 | Cc1cc(Cl)ccc1-n1c(-c2cccnc2)n[nH]c1=S | 4% | -1%[15.4 µM] | -12% | -7%
18 | COc1cccc(CNC2CCCc3ccccc32)c1OC (configuration not stated) | -13% | -1% | -3% | -1%
19 | O=C(COc1ccc(Cl)cc1)NCCCn1ccnc1 | 3% | 4% | -3% | 4%
20 | Cc1nc2ncnn2c(C)c1CCC(=O)N1CCCCC1 | 7% | -2% | -1% | 1%
21 | Cc1cc(Nc2nc3ccccc3nc2Cl)n(-c2ccccc2C)n1 | 5% | 4% | -18% | -14%
22 | O=c1c2ccccc2cnn1Cc1cccc(Br)c1 | 0% | 9% | -10% | -10%
23 | CCN(CC)CCCNC(=O)C1c2ccccc2C(=O)N(C)C1c1ccc(OC)cc1 (configuration not stated) | 2% | 4% | -1% | 7%
24 | CCn1c(SC(C)C(=O)O)nnc1-c1cccnc1 (configuration not stated) | -1% | -3% | 8% | -3%

item | GLA spleen mod | GAA glycogen mod | HTT cytoprotect | Tau fibril FP
13 | 15% | 3% | -14%[0.074 µM] | -1%
14 | 4% | -9% | -4%[10 µM] | 1%
15 | 1% | ? | -47% | 6%
16 | -2% | 5% | 1%[10 µM] | 2%
17 | -1% | -5% | 5%[10 µM] | -2%
18 | -2% | 5% | -15% | 9%
19 | -20% | 4% | -4% | -2%
20 | 4% | 5% | -16% | 12%
21 | 9% | -10% | -31% | ?
22 | -1% | -1% | -4%[10 µM] | 2%
23 | -19% | 0% | -5% | 1%
24 | -2% | -2% | 4%[10 µM] | -3%

(list continues)
item | Molecule | GAA spleen mod | GAA inh | Tau ThT inhib | Tau fluor counter
25 | Cn1c(/C=C/c2cccc([N+](=O)[O-])c2)nc2ccccc2c1=O | 2% | ? | -9% | -4%
26 | Cc1ccc(NC(=O)CCOc2ccccc2C)cc1F | 0% | 1% | -17% | -29%
27 | CCCCCCC(=O)Nc1ccc(C(=O)N/N=C/c2cccnc2)cc1 | 0% | ? | -2% | -10%
28 | CCCOC(=O)C1C2C=CC(C2)C1C(=O)OCC(=O)c1ccccc1 (configuration not stated) | -3% | 3% | -5% | -3%
29 | O=C(CCN1CCN(c2ccccc2)CC1)Nc1ccccc1F | -27% | -14% | -8% | 2%
30 | Oc1ccc(O)cc1 | 5%&-11%&-3% | · | -18%&-3% | -13%&-7%
31 | COc1cc(-c2[nH]ncc2CN2CCc3sccc3C2)cc(OC)c1OC | 7% | 11% | -6% | 3%
32 | CCN(CC)c1ccc(/C=N/N2CCN(Cc3ccccc3)CC2)c(O)c1 | 9% | -5% | ? | ?
33 | Cc1ccc(-c2n[nH]c(=O)c3ccccc23)cc1S(=O)(=O)Nc1ccccc1 | 7% | 4% | 7% | 0%
34 | O=C(O)CC(C(=O)NC1CCCCC1)C1CCCO1 (configuration not stated) | 8% | 4% | -6% | -2%
35 | CCOc1cc(CNCCSc2nnnn2C)cc(Cl)c1OCc1ccc(Cl)cc1 | · | · | ? | ?
36 | CC1=NN(c2ccc(C)cc2)C(=O)/C1=C\c1ccc(Br)s1 | -4% | 4% | 5% | -6%

item | GLA spleen mod | GAA glycogen mod | HTT cytoprotect | Tau fibril FP
25 | 1% | 22% | 2%[10 µM] | 0%
26 | -3% | -12% | 40%[10 µM] | -9%
27 | -2% | -1% | -26% | 2%
28 | 1% | -5% | 11% | -3%
29 | -1% | 2% | 4%[0.074 µM] | 6%
30 | 1%&-13%&5% | · | 32µM*! | ?
31 | 7% | 1% | -4%[10 µM] | 4%
32 | 10% | ? | 18%[10 µM] | 11%
33 | 7% | 6% | -6%[10 µM] | 0%
34 | 12% | -2% | -3% | 3%
35 | · | -11%[76.3 µM] | · | -2%
36 | -5% | -5% | -18%[10 µM] | -6%

Going on with the list.
item | Molecule | GAA spleen mod | GAA inh | Tau ThT inhib | Tau fluor counter
37 | Cc1ccc(S(=O)(=O)N2CCCCC2)cc1NC(=O)CSCC(=O)O | -3% | -2% | 4% | 8%
38 | O=C(NCCC1=CCCCC1)C(=O)NCC(c1ccco1)N1CCN(c2ccccc2)CC1 (configuration not stated) | 6% | -3% | ? | -15%
39 | COc1ccc(CN(CC2CCCO2)C(=O)CN2C(=O)C(C)Oc3ccc(C)cc32)cc1OC (configuration not stated) | -6% | -1% | -12% | -3%
40 | COc1cc(C(=O)Nc2cc(C)c(OCC(=O)N3CCOCC3)c(C)c2)cc(OC)c1OC | -16% | -4% | -19% | -6%
41 | COC(=O)CSc1ccc2nnc(CCNS(=O)(=O)c3ccccc3)n2n1 | -11% | -1% | -7%&6% | -6%&-2%
42 | CCN(CC)CCOC(=O)c1cccc(OC)c1 | -7% | -3% | 8% | 5%
43 | COc1cc(/C=C(\C#N)C(=O)NCC2CCCO2)ccc1OCC(N)=O (configuration not stated) | 4% | -1% | -12% | -6%
44 | NS(=O)(=O)c1ccc(NC(=O)CSC2=NC(=O)C(c3ccccc3)C(=O)N2)cc1 (configuration not stated) | 7% | 1% | ? | -8%
45 | O=C(c1ccc2c(c1)OCO2)N1CCN(c2ccccn2)CC1 | 0% | 6% | 7% | 6%
46 | CCOc1ccc(NCc2nnc(SCC(=O)Nc3nc(-c4ccccc4)cs3)n2-c2ccccc2)cc1 | -7% | 2% | -7% | -21%
47 | Cc1ccc(OCC(=O)Nc2ccc(S(=O)(=O)Nc3ccccn3)cc2)cc1C | 2% | 4% | 6% | 0%
48 | Cn1cc(CCNC(=O)CC2C(=O)NCCN2Cc2cccc(Oc3ccccc3)c2)cn1 (configuration not stated) | -13% | ? | -16% | -10%

item | GLA spleen mod | GAA glycogen mod | HTT cytoprotect | Tau fibril FP
37 | 5% | -1% | 0%[10 µM] | 2%
38 | 12% | 0% | -14%[10 µM] | 2%
39 | -8% | 2% | -6%[10 µM] | 6%
40 | -3% | 6% | -15% | -1%
41 | 0% | -12% | -34% | -6%&5%
42 | -4% | -1% | -6%[10 µM] | -2%
43 | 0% | 4% | 0%[10 µM] | 3%
44 | -1% | -10% | 3% | -4%
45 | -13% | 8% | -12%[10 µM] | 0%
46 | -1% | 1% | -5%[10 µM] | 14%
47 | 4% | 6% | -9% | -6%
48 | 2% | -4% | 9%[10 µM] | -4%

(list continues)
item | Molecule | GAA spleen mod | GAA inh | Tau ThT inhib | Tau fluor counter
49 | O/N=C1/CCCCc2sccc21 | -9% | 0% | -9% | 2%
50 | CCOC(=O)c1ccc(N2C(=O)c3n[nH]c(C)c3C2c2ccc(OC)cc2OC)cc1 (configuration not stated) | -17% | ? | -4% | -26%
51 | C=CC[n+]1c(-c2ccc(OCC)cc2)csc1NNC(=O)Nc1ccccc1 | -2% | -10% | 13µM* | ?
52 | N#Cc1c(N)nc2c(c1N)CC(CO)O2 (configuration not stated) | 2% | ? | 7% | 2%

item | GLA spleen mod | GAA glycogen mod | HTT cytoprotect | Tau fibril FP
49 | -2% | -7% | 10% | -7%
50 | -9% | -12% | 10%[0.074 µM] | 3%
51 | -3% | ? | -5% | -8%
52 | 0% | 6% | -1% | 1%

High-throughput results (PubChem BioAssay)
